GLP-1R agonist – GLP-1 receptor (human) agonism. P43220. HEK293 GLP-1R CRE-luciferase, luminescence, 4-6 h; cells express a hypersensitive GLP-1R form. Potency, µM (highest dose often 45.6 µM), inactives show top-dose activation, most hits filed as activators. 380,000 tested, 0.007% active. AID 624172; further: potency means the concentration at half of the fitted maximal effect; % of control where 0% means no effect
PI5P4Ka inh – blocks human PI5P4K alpha kinase activity. P48426. PI5P4Kalpha enzyme, ADP-Glo luminescence, 60 min; stronger effect = lower value. max response, %. 330,000 tested, 1.2% active. AID 652105; active means max response of -50% or lower; inconclusive means between -30% and -50%; inactive means -30% or higher; further: value at the top dose of about 77 µM; on the % scale 0 is the no-effect control and ±100 the full control effect
Target sequence (P48426 whole entry, looked up): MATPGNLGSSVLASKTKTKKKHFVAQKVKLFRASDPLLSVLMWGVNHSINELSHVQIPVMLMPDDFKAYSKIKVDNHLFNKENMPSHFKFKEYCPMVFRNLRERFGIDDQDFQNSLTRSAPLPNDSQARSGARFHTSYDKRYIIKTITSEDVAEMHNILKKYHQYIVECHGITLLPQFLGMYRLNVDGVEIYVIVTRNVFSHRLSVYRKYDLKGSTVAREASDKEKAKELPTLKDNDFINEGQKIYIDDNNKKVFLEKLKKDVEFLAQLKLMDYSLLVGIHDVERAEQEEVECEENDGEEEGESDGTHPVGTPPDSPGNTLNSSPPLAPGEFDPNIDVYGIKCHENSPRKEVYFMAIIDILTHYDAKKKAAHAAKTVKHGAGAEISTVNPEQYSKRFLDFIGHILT
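Compounds were pin-transferred onto PI5P4Kalpha and substrate in HEPES pH 7.4 buffer with EGTA, CHAPS and 5% DMSO. ATP (5 microM final) started the reaction, which ran 60 minutes at room temperature before ADP-Glo detection.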
EPAC1 ag – agonists of human EPAC1 | O95398 | EPAC1 agonist qHTS, biochemical assay; response scale: 100% = response to 6.5 mM cAMP | Potency, µM (top dose mostly 154 µM), without a hit: top-dose activation, usual class: activators | 360,000 tested, 0.073% active; further: potency means the concentration at half of the fitted maximal effect; nearly all actives have a fitted effect of over 60% in size
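Read-out is the fluorescence drop as BODIPY-GDP leaves Rap1B (480 nm excitation, 540 nm emission), recorded every 5 minutes over 30 minutes. Reactions held 100 nM EPAC1, 250 nM Rap1B–BODIPY-GDP and 50 uM GDP, with 6.5 mM cAMP setting full activation.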
EPAC1 antag – blocks human EPAC1 exchange factor | EPAC1 GEF assay, Rap1b-BODIPY-GDP exchange fluorescence | AID 720709 | 360,000 tested, 0.14% active | Potency, µM (titrated, usually from 115 µM), without a hit: top-dose activity change, negative = inhibition, actives largely listed as inhibitors | O95398;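 further: potency means the concentration at half of the fitted maximal effect; plate controls were vehicle for no effect and positive control for full effect; nearly all actives have a fitted effect of over 50% in size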
PTHR1 agonist – activates the human parathyroid hormone receptor PTHR1; Q03431; AID 743266; Potency, µM (doses to about 115 µM), for the others: at the top dose activation, most hits filed as activators; 410,000 tested, 0.075% active; HEK293 GP2 PTHR1 cells, GloSensor cAMP luminescence, 1 h; further: potency means the concentration at half of the fitted maximal effect; nearly all actives have a fitted effect of over 55% in size; some results filed as inactive show a strong effect at the top dose; inactives centre near -15; many of its hits are not listed in these tables
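HEK-293-derived GP2 cells expressing PTHR1 and a GloSensor cAMP reporter, 3,000/well, plated overnight, given luciferin plus IBMX (each 0.5 mM as added) for 1 h at 37 °C, then compound for 1 h at 37 °C. Luminescence was read after 15 min at room temperature.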
GLP-1R inv ag – GLP-1 receptor (human) inverse agonism. P43220. HEK293 GLP-1R CRE-luciferase, luminescence, 24 h; GLP-1R form is constitutively active. Potency, µM (highest dose often 38.3 µM), for the others: at the highest dose activity change, negative = inhibition, hits mostly inhibitors. 410,000 tested, 1.6% active. AID 624417; further: potency means the concentration at half of the fitted maximal effect; on the % scale 0 is the no-effect control and ±100 the full control effect; nearly all actives have a fitted effect of over 55% in size
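Cells are plated, allowed 12 hours at 37 deg C, then treated with compounds for 24 hr before luciferase detection reagent is added and luminescence is read after 12 min at room temperature. The HEK293 line carries constitutively active GLP-1R with a cAMP-responsive reporter.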
PLK1 PBD inh – blocks phosphopeptide binding to human PLK1 polo-box domain; P53350; Plk1 PBD binding of FITC phosphopeptide, fluorescence polarization; Potency, µM, for inactives: max response, negative = inhibition, actives largely listed as inhibitors; 360,000 tested, 2.8% active; further: potency means the concentration at half of the fitted maximal effect; series mostly up to about 57 µM; on the % scale 0 is the no-effect control and ±100 the full control effect; nearly all actives have a fitted effect of over 65% in size
Target sequence (P53350 whole entry, looked up, the tested form may be a part): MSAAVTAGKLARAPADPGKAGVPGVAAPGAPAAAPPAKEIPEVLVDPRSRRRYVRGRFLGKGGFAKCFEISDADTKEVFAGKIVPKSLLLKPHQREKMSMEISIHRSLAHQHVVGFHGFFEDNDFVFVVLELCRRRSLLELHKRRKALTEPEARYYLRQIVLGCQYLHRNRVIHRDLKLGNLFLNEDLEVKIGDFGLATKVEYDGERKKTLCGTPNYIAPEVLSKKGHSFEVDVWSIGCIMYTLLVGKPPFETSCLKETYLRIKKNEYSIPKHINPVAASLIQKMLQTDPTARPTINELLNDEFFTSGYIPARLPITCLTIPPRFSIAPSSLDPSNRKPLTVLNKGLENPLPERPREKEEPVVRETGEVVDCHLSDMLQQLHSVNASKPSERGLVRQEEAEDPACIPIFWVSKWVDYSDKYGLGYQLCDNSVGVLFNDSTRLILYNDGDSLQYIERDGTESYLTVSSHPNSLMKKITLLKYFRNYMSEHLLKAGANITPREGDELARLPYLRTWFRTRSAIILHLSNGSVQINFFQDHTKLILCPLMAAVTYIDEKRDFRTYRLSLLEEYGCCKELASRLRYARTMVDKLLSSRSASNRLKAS
HEK293 tox – cytotoxic in the GLP-1 receptor inverse agonist counter-screen | Potency, µM (doses to about 38.3 µM), without a hit: at the highest dose activity change, negative = inhibition, most hits filed as inhibitors | HEK293 cAMP-luciferase reporter cells, luminescence, 24 h | 410,000 tested, 0.13% active | AID 624418;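 further: loss of luciferase light is scored as toxicity; potency means the concentration at half of the fitted maximal effect; on the % scale 0 is the no-effect control and ±100 the full control effect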
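A 23 nL compound transfer followed 12 hours of cell culture at 37 deg C; exposure then lasted 24 hr. Luciferase assay detection reagent was dispensed and plates read for luminescence after a 12 min room-temperature wait.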
IL-2 act – IL-2 activation; activation, % (series mostly up to about 46 µM); 360,000 tested, 0.065% active; IL-2 activation reporter assay, cell-based qHTS; stimulated with anti-CD3/CD4/CD28 beads; in transgenic mouse T cells; in the data active means activation above about 50%; inconclusive means mostly about 30% to 49%; further: 0% is about no effect
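Quantitative HTS in unstimulated transgenic mouse T cells, with memory T cells as non-tolerant control and PMA/ionomycin as tolerance-bypass control. Compound pretreatment lasted 60 minutes before 18 h bead stimulation; EGFP/DsRed fluorescence read.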
Active calls of the source: *; i = inactive; ? = inconclusive; . = not tested or not shown; [ ] = another dose, or the depositor's remark. Unless noted, the call rests on the fitted dose curve; in most records, active means well fitted curve in the direction sought with a large enough effect; inconclusive means small, poorly fitted or top-dose-only effect, or another doubt; inactive means no such curve, though single readings can be large; an effect the other way counts as inactive or inconclusive. An excerpt, so the mix of outcomes need not match the whole.

SMILES	GLP-1R agonist	PI5P4Ka inh	EPAC1 ag	EPAC1 antag	PTHR1 agonist	GLP-1R inv ag	PLK1 PBD inh	HEK293 tox	IL-2 act
CCN(CC(=O)Nc1ccccc1C(F)(F)F)C(=O)CSCC(=O)Nc1cc(C)on1	-1%	9	5%	3%	i	?	-1%	-7%	-5.0
CC(=N\O)/C(CN(C)C)=N/O	-7%	-2	-3%	18%	i	-16%	-7%	-12%	-1.5
CN(C)S(=O)(=O)c1ccc(NC(=O)C2CC(=O)N(Cc3ccccc3Cl)C2)cc1 (stereo not drawn)	5%	7	4%	-4%	-2%	-24%	-5%	-1%	1.0
CN(C)c1ccc(C(C(=O)NCC2CCCO2)N(C(=O)c2snc(C(N)=O)c2N)c2ccccc2)cc1 (stereo not drawn)	-4%	0	-4%	-18%	-12%	0%	-3%	-1%	-1.9
O=C(CNc1cccc(S(=O)(=O)N2CCCCC2)c1)Nc1cccc(F)c1	4%	5	?	?	?	?	-9%	19%	0.6
COCCN(C(=O)CSc1nnc(-c2cccc(C)c2)n1C)c1c(N)n(Cc2ccccc2)c(=O)[nH]c1=O	0%	2	-7%	-8%	i	4%	-4%	-3%	-4.0
Cc1ccc(S(=O)(=O)N2CCN(CC(=O)N/N=C/c3ccc(Br)s3)CC2)cc1	-4%	-2	2%	-2%	i	?	-2%	-2%	3.1
CCOc1ccc(NC(=O)Cn2nnc(-c3ccc(C(N)=O)cc3)n2)cc1S(=O)(=O)N1CCCC1	-4%	-6	8%	7%	-10%	45%[activator]	-5%	15%	-4.7
Brc1cccc(Cn2c(-c3cncs3)nc3ccccc32)c1	21%	.	19%	6%	-1%[57.5 µM]	0%	-3%	-10%	1.3
Cc1ccc(S(=O)(=O)Cc2ccc(C(=O)NCCCN3CCN(C)CC3)o2)cc1	-1%	2	-5%	12%	-3%[57.5 µM]	3%	-1%	-21%	-1.4
COc1ccccc1NC(=O)Cn1cnc2sc(C(=O)NCc3ccco3)c(C)c2c1=O	-3%	-2	3%	7%	i	6%	-5%	-5%	-0.2
OCCCc1nc2ccccc2n1CCc1ccccc1	6%	.	0%	-3%	i	0%	-1%	-42%	-1.0
COc1cc(C=C2C(=O)c3ccccc3C2=O)ccc1O	9%	?	9%	9%	-18%	13%	-18%	-8%	0.9
O=C(NCc1ccc(F)cc1)C1CCCN1S(=O)(=O)c1ccc(F)cc1 (stereo not drawn)	6%	-3	8%	-4%	i	-17%	-4%	6%	2.1
CC(C)c1nnc(NC(=O)CCS(=O)(=O)c2nc(-c3cccs3)cc(C(F)(F)F)n2)s1	-20%	.	-19%	-7%	i	0%	?	?	-2.6
C/C(CC(=O)Nc1ccc(C)c(Cl)c1)=N\NC(=O)Cc1cnc(N)s1	0%	-2	-11%	-13%	-35%[inhibitor]	?	-14%	-11%	4.3
COC1OC(COCc2ccccc2)C(N)C(OCc2ccccc2)C1OCc1ccccc1 (stereo not drawn)	15%	16	9%	-2%	i	?	0%	-3%	-0.8
O=C(Nc1cccc(O)c1)c1cc(-c2ccc3c(c2)OCO3)on1	-7%	-27	0%	-4%	-92%	10µM*	-1%	-9%	-1.0
COc1ccc(COc2cc(-c3cccc(OC)c3)nc3ccc(N)cc23)cc1	14%	28	9%	-5%	i	?	1%	133%[activator]	0.0
CSc1ccccc1C(=O)N(CC1CCCO1)c1c(N)n(Cc2ccccc2)c(=O)[nH]c1=O (stereo not drawn)	-3%	1	9%	-9%	-7%	-17%	-10%	12%	0.3

Filtered by structure, the entries above with an NH in an aromatic ring.
SMILES	GLP-1R agonist	PI5P4Ka inh	EPAC1 ag	EPAC1 antag	PTHR1 agonist	GLP-1R inv ag	PLK1 PBD inh	HEK293 tox	IL-2 act
COCCN(C(=O)CSc1nnc(-c2cccc(C)c2)n1C)c1c(N)n(Cc2ccccc2)c(=O)[nH]c1=O	0%	2	-7%	-8%	i	4%	-4%	-3%	-4.0
CSc1ccccc1C(=O)N(CC1CCCO1)c1c(N)n(Cc2ccccc2)c(=O)[nH]c1=O (stereo not drawn)	-3%	1	9%	-9%	-7%	-17%	-10%	12%	0.3

(further entries)
SMILES	GLP-1R agonist	PI5P4Ka inh	EPAC1 ag	EPAC1 antag	PTHR1 agonist	GLP-1R inv ag	PLK1 PBD inh	HEK293 tox	IL-2 act
CCC(=O)N1CCc2cc(Br)cc(S(=O)(=O)NC3CCN(Cc4ccccc4)CC3)c21	7%	9	-13%	-23%	i	-24%	0%	-16%	-4.1
CC(C)CC(COCc1cccc(C(F)(F)F)c1)N1CCN(C(=O)c2cccc(C(F)(F)F)c2)CCC1=O (stereo not drawn)	-4%	0	-38%[inhibitor]	-22%	-19%	0%	-3%	-2%	-2.7
O=C(NCc1ccco1)c1cnc2sccn2c1=O	3%	-1	-4%	-7%	i	21%	-9%	-14%	3.2
CCOC(=O)[C@]12CCC=C1N(Cc1cccc3ccccc13)C(=O)[C@H](CC(=O)NCc1ccc(OC)c(OC)c1)C2	0%	11	0%	-15%	-94%[inhibitor]	?	-3%	-18%	-0.6
COc1ccc(COc2ncnc3ccc(Br)cc23)cc1F	28%	-7	0%	-1%	i	8%	-18%	0%	-2.1
CCOC(=O)C(C)n1nc(/C=C/c2ccccc2)ccc1=O (stereo not drawn)	20%	8	1%	-10%	-3%	?	2%	7%	0.6
O=C(Nc1nc2ccccc2n1CCN1CCOCC1)c1ccc(Cl)cc1	6%	5	6%	6%	-8%	1%	4%	10%	-3.2
COc1ccc(S(=O)(=O)N2CC3CCCN3c3ccc(C(F)(F)F)cc32)cc1 (stereo not drawn)	-6%	12	13%	-1%	-71%[inhibitor]	-15%	-6%	-2%	-0.4
Cc1ccc(C(C)(O)CS(=O)(=O)Cc2ccccc2)cc1 (stereo not drawn)	15%	0	-2%	-5%	i	18%	-12%	1%	0.2
CC(C)CNC(=O)c1cccc(NC(=O)C(C)C)c1	8%	3	-7%	8%	i	9%	0%	0%	-1.8
O=C(COC(=O)c1ccco1)NCC1CCCO1 (stereo not drawn)	-9%	-11	-4%	6%	i	9%	?	-14%	0.7
O=C(c1cccc(C(F)(F)F)c1)N1CCOC12CCN(c1ncc(C(F)(F)F)cc1Cl)CC2	-6%	7	-6%	-5%	-40%[inhibitor][57.5 µM]	?	5%	7%	-0.6
Cc1nc(NC(=O)c2ccc(F)cc2)sc1C(=O)Nc1ccc2c(c1)CCC2	-1%	.	21%	1%	23%[57.5 µM]	?	-5%	-28%	-2.1
O=C(O)c1ccccc1-c1ccc(/C=C2\SC(=O)N(c3ccccc3)C2=O)o1	17%	-1	3%	3%	-29%	50%[activator]	-13%	-1%	-0.3
COc1cccc(C2CC(=O)Nc3cc4c(cc32)OCCO4)c1OC(C)C (stereo not drawn)	19%	4	-13%	-11%	-47%[inhibitor]	?	?	-17%	-2.5
CN1CCN(c2ccccc2NC(=O)c2ccc(N3CCOCC3)c([N+](=O)[O-])c2)CC1	16%	-2	-1%	11%	i	10%	-4%	8%	-4.7
COc1cccc(NC(=O)CSc2nc3ccccc3c(=O)n2CCCC(=O)NCC2CCCO2)c1 (stereo not drawn)	0%	-1	-6%	9%	-11%	3%	5%	4%	-2.0
CCOc1cc(C(=O)N(Cc2ccccc2)c2ccc(C)cc2)ccc1OCC(=O)N1CCOCC1	4%	-4	-5%	12%	i	?	13%	1%	0.7
C[C@@H]1CN([C@@H](C)CO)C(=O)Cc2cc(NC(=O)Nc3ccc(C(F)(F)F)cc3)ccc2O[C@@H]1CN(C)S(=O)(=O)c1ccc(Cl)cc1	-5%	6	-3%	-23%	-15%	5.6µM*	3%	?	-0.8
COc1ccccc1NS(=O)(=O)c1ccc2oc(N)nc2c1	10%	-2	-2%	-14%	-9%	10%	?	-1%	0.0
O=S(=O)(Nc1ccc(N2CCCCC2)cc1)c1cccc2cccnc12	12%	0	0%	-16%	i	61%[activator]	-7%	0%	-0.2
COc1ccccc1Nc1nc(N)nc(-c2oc3ccccc3c2C)n1	-11%	-6	5%	-1%	-23%	-3%	-5%	0%	-0.9
CCC(=O)N1CCN=C1SCc1cccc(C(F)(F)F)c1	16%	10	4%	-28%	-23%	15%	-1%	5%	-0.5
Cc1cccc(OCC(=O)Nc2ccccc2N2CCCCC2)c1	6%	14	1%	-1%	i	23%	1%	0%	-2.1
CCOC(=O)N1CCC(N(CCOC)C(=O)Nc2ccc(Cl)c(Cl)c2)CC1	3%	.	3%	5%	-30%	-3%	-2%	-15%	-2.5
COc1ccc(OC)c(NC(=O)NC2(C(F)(F)F)Oc3ccccc3O2)c1	-6%	.	0%	0%	-8%[57.5 µM]	0%	-1%	-4%	-1.5
O=C(Cc1cccc(NC(=O)C2CCCN(C(=O)c3ccccc3)C2)c1)Nc1cccc(C(=O)N2CCCCC2)c1 (stereo not drawn)	-4%	-18	-17%	-10%	i	1%	-5%	-7%	0.4
Cc1ccc(-c2nnc(SCC(=O)N/N=C/c3cccs3)n2-c2ccc(C)cc2)cc1	1%	-13	-15%	-10%	-5%	5%	1%	-2%	-1.9
Cc1noc(C)c1C(c1ccccc1)S(=O)(=O)c1ccccc1 (stereo not drawn)	-4%	4	-6%	-8%	-21%	-16%	0%	-6%	-0.5
CC1(C)C2CC[C@]1(C)C(=O)N(CCCCN1CCN(c3ccccn3)CC1)C2=O	7%	-2	-8%	-10%	i	?	1%	10%	-1.9
Cc1cc(/C=C2\NC(=O)NC2=O)c(C)n1-c1ccc(N2CCOCC2)cc1	12%	0	-14%	17%	i	13%	-6%	0%	1.5
Cc1ccccc1C(=O)NNC(=O)CN1C(=O)c2ccccc2C1=O	1%	6	14%	-18%	i	16%	-5%	-8%	-1.7
N#Cc1c2n(c3c(=O)n(Cc4ccc(Cl)cc4)cnc13)CCCC2	1%	7	-1%	-2%	-7%	7%	-9%	-6%	-0.1
